S2 tox: cell viability loss in ATXN counter-screen | 400,000 tested, 0.49% active | Potency, µM (highest dose often 56.7 µM), usual class: cytotoxic | AID 651635 | S2 cells (HEK-293 line with an ATXN2-luciferase reporter) viability, CellTiter-Fluor protease fluorescence, 24 h; note: nearly all actives have a fitted effect of over 40% in size
MCF10A rereplic: DNA re-replication induction in MCF 10a cells. MCF 10A DNA re-replication, Hoechst nuclear intensity, 48 h. Potency, µM (series often up to 46.1 µM), inactives show top-dose activity, positive = re-replication, hits mostly activators. 350,000 tested, 2.9% active. AID 624296; note: % of control where 0% means no effect; nearly all actives have a fitted effect of over 50% in size
TGFb inhibitor: blocks TGF-b signaling; HepG2 CAGA-GFP TGF-b/SMAD3 reporter, GFP fluorescence, 18 h; TGF-beta stimulated, 500 pg/mL final; Potency, µM (top dose mostly 46.1 µM), without a hit: at the highest dose activity, negative = inhibition, actives largely listed as inhibitors; 410,000 tested, 1.2% active; note: % is set by controls: 0 for no effect and ±100 for the full control effect; nearly all actives have a fitted effect of over 65% in size
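First, reporter cells (HEPG2 CAGA-GFP) rested 2 h at 37 degrees C. Next, compounds were pinned in and TGF-beta added to 500 pg/mL final. After 18 h, GFP was imaged per cell and summed per well.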
HepG2 tox: counter-screen for TGF-b inhibitors: cytotoxicity in HepG2 cells; HepG2 CAGA-GFP viability, ATP luminescence, 18 h; Potency, µM (highest dose often 46.1 µM), without a hit: at the top dose activity change, negative = cytotoxicity, hits mostly cytotoxic; 410,000 tested, 0.76% active; AID 588856; note: some results filed as inactive show a strong effect at the top dose
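CellTiter-Glo luminescence gave cytotoxicity after 18 hours at 37 degrees C. The cells were HepG2 CAGA-GFP in 1% FBS DMEM, stimulated with 500 pg/mL TGF-beta after compound addition. %Activity was normalised to no-cell wells (complete cell-killing) and DMSO (no toxicity), and curves were fitted and classified.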
ATXN2 expr inh: ATXN2 expression inhibition; HEK-293 ATXN2-luciferase reporter, luminescence, 24 h; Potency, µM (top dose mostly 57 µM), without a hit: top-dose activity change, negative = inhibition, usual class: inhibitors; 360,000 tested, 0.72% active; AID 1745845; note: % is set by controls: 0 for no effect and ±100 for the full control effect; nearly all actives have a fitted effect of over 55% in size
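qHTS (up to 57 uM final) was run with 24 h compound exposure of reporter cells at 37 °C. Each well was multiplexed: SteadyGlo luminescence measured ATXN2-luciferase expression after a fluorogenic Gly-Phe-AFC viability readout (25 uM final).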
An asterisk follows results filed as active; i = inactive; ? = inconclusive; . = no result given; & = joins results of further samples; [ ] = another dose, or the depositor's remark. Calls come from the whole dose curve; as a rule, active = well fitted curve in the direction sought with a large enough effect; inconclusive = small, poorly fitted or top-dose-only effect, or another doubt; inactive = no such curve, though single readings can be large; an effect the other way counts as inactive or inconclusive. Potency is the fitted concentration of half-maximal effect.

Order of results – S2 tox | MCF10A rereplic | TGFb inhibitor | HepG2 tox | ATXN2 expr inh
> N[C@H]1CN(c2c(F)cc3c(=O)c(C(=O)O)cn(C4C[C@@H]4F)c3c2Cl)CC12CC2 (stereo partly drawn)
 : i | . | . | . | -0.5%
> CC(C(=O)O)c1ccc2c(c1)CC(=O)c1ccccc1S2 (stereo not drawn)
 : i | . | . | . | ?
> CCNC(=O)NCCCOc1cccc(CN2CCCCC2)c1
 : i | . | . | . | 5.9%
> CO/N=C(/C(=O)N[C@@H]1C(=O)N2C(C(=O)[O-])=C(C[n+]3ccn4ncccc43)CS[C@H]12)c1nsc(N)n1
 : i | . | . | . | 7.3%
> c1cnc2cc3c(cc2n1)C1CNCC3C1
 : i | . | . | . | 6.3%
> Cc1cc(O)c(C)c(C)c1O
 : i | . | . | . | -2.3%
> Cc1cc(=O)oc2cc(O[C@@H]3SC[C@@H](O)[C@H](O)[C@H]3O)ccc12
 : i | . | . | . | 12.9%
> CCCCCCCCCCCCCCC[C@H](O)[C@@H](N)CO
 : i | . | . | . | 5.2%
> COc1ccccc1OCC1CNC(=O)O1 (stereo not drawn)
 : i | . | . | . | 6.3%
> Cn1cc(S(C)=O)c(=O)c2ccc(F)cc21 (stereo not drawn)
 : i | . | . | . | 8.1%
> C=CCn1c(=O)n([C@@H]2O[C@H](CO)[C@@H](O)[C@H]2O)c2nc(N)[nH]c(=O)c21
 : i | . | . | . | -2.9%
> COCCc1ccccn1
 : i | . | . | . | 17.1%
> CCOC(=O)N1CCC(n2c(=O)[nH]c3cc(Cl)ccc32)CC1
 : i | . | . | . | ?
> Cc1[nH]cnc1-c1ccc(Cl)cc1
 : i | . | . | . | 15.8%
> CCCCN(CCCC)C(C(N)=O)c1ccc(OC)cc1 (stereo not drawn)
 : i | . | . | . | 7.3%
> CC1(C)[C@H](O[C@H]2O[C@H](C(=O)O)[C@@H](O)[C@H](O)[C@H]2O[C@@H]2O[C@H](C(=O)O)[C@@H](O)[C@H](O)[C@H]2O)CC[C@@]2(C)[C@H]1CC[C@]1(C)[C@H]2C(=O)C=C2[C@H]3C[C@@](C)(C(=O)O)CC[C@]3(C)CC[C@]21C
 : i | . | . | . | -3.0%
> O=C(CCCl)NCc1ccccc1
 : i | . | . | . | -1.7%
> NS(=O)(=O)c1cc2c(cc1Cl)CN(C1CCCCC1)C2=O
 : i | . | . | . | 8.3%
> CO/N=C(/C(=O)N[C@@H]1C(=O)N2C(C(=O)O)=C(Cn3nnc(C)n3)CS[C@H]12)c1csc(N)n1
 : i | . | . | . | 3.0%
> CCCCC(CC)CNC(=O)CC(C)OC(=O)CCC(=O)O (stereo not drawn)
 : i | . | . | . | 25.3%
> CCCCN(CCCC)CC(O)c1cc(Cl)cc2c1-c1ccc(Cl)cc1C2=Cc1ccc(Cl)cc1 (stereo not drawn)
 : . | . | -20.4% | -8.0% | -12.1%
> COc1cc2ncnc(Nc3cccc(Cl)c3)c2cc1OC
 : . | . | ? | -38.3% | -13.8%
> Cc1ccc(S(=O)(=O)NC(=O)NC2CCCCC2)cc1
 : i | -0.1% | . | . | 6.6%
> COc1ccc(-c2cc(=S)ss2)cc1
 : i | 5.2% | . | . | -4.1%
> Cc1c(Cn2ccnc2)c2ccccc2n1CCC(=O)O
 : i | 0.7% | . | . | 2.5%
> CCOC(N)=O
 : i | 5.4% | . | . | 11.1%
> CCOC(=O)[C@H](CCc1ccccc1)N[C@H]1CS[C@H](c2cccs2)CN(CC(=O)O)C1=O
 : i | -3.1% | . | . | 70.5%&-14.8%[activator]
> CC(C)COC(=O)c1ccc(N)cc1
 : i | 6.5% | . | . | 31.5%[activator]
> CCn1cc(C(=O)O)c(=O)c2cnc(N3CCNCC3)nc21
 : i | -0.1% | . | . | 7.1%
> CCNC(=O)NCc1cccc(Cl)c1
 : i | 1.4% | . | . | 2.8%
> CCN(CC)CCNC(C(=O)OCCC(C)C)c1ccccc1 (stereo not drawn)
 : i | 0.5% | . | . | -4.7%
> NC(=O)C1(N2CCCCC2)CCN(CCCC(=O)c2ccc(F)cc2)CC1
 : i | -2.8% | . | . | 1.6%
> O=c1cc(O)c(Cl)c[nH]1
 : i | 1.0% | . | . | -11.1%&5.8%
> CC[C@H](NC(C)C)[C@H](O)c1ccc(O)c2[nH]c(=O)ccc12
 : i | 0.6% | . | . | 6.3%&15.6%
> N#Cc1ccc(C(c2ccc(C#N)cc2)n2cncn2)cc1
 : i | -0.8%[20.6 µM] | . | . | 4.9%
> CC(=O)Oc1ccc(C(=C2CCCCC2)c2ccc(OC(C)=O)cc2)cc1
 : i | 1.1% | . | . | 6.0%
> CCCOC(=O)c1ccc(N)cc1
 : i | 7.9% | . | . | 15.8%

Screening results as filed in PubChem BioAssay.

Only part of the results is shown; rates above refer to the full screens.
